CHT allo act = allosteric activators of human choline transporter CHT; Q9GZV3; hit rate 0.49% among 310,000; CHT-expressing cells, membrane potential dye, choline EC20; stronger effect = higher value; LV-AA mutant CHT in HEK293 cells; AID 488977; B-score at 10 µM;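 active means initial fluorescence not abnormally high and integrated response B-score, plate-corrected, over 3 SD above library mean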
Target sequence (Q9GZV3 whole entry, looked up): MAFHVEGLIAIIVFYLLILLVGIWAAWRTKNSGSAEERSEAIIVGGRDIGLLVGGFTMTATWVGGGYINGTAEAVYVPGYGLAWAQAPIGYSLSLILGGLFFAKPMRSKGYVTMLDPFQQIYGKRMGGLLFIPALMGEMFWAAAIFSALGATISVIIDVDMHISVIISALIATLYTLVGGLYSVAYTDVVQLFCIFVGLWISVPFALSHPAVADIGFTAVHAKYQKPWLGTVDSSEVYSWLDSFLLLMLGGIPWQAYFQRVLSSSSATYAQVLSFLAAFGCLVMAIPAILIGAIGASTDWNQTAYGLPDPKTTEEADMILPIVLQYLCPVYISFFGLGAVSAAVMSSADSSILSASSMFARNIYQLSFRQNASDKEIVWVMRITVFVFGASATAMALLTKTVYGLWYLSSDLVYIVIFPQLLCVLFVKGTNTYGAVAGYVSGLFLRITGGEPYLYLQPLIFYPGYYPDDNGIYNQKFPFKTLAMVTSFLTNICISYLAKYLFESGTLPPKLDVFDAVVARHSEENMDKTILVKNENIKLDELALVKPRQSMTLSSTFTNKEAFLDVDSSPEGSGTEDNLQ
OX1R antag-1 = antagonists of human orexin 1 receptor (OX1R) | OX1R-expressing cells, FRET antagonist read-out | inhibition, % at 6.6 µM | hit rate 1.8% among 330,000 | AID 485270; in the data active means inhibition mostly above about 38%, no sharp cut-off; inactive means mostly below about 40%;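 further: 0% = agonist challenge alone and 100% = reference antagonist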
Target sequence (O43613 whole entry, looked up): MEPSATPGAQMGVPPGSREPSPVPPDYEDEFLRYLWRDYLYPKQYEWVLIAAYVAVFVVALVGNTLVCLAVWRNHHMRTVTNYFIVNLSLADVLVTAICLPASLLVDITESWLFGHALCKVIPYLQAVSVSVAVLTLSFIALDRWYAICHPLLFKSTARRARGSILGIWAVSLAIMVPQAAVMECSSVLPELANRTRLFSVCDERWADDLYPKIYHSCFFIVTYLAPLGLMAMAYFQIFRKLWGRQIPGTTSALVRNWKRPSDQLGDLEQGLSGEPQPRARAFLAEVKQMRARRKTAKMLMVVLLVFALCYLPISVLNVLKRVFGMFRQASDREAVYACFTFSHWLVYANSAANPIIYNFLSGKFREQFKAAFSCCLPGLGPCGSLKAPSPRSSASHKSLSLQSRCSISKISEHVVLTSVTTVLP
OX1R antag-2 = blocks the human orexin 1 receptor; hit rate 0.43% among 330,000; O43613; CHO/OX1R cells, Fluo-8 calcium fluorescence, orexin A; AID 434989; inhibition, % at 5 µM;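 active means inhibition above its plate's threshold, mean inhibition of all tested compounds on the plate plus 3 SD, cut at about 37% in these data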;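 further: 0% = orexin A challenge wells and 100% = SB-334867-A antagonist wells; not every result past the cut was called active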
* hit, by the source's call; i = inactive; · = no result given.

SMILES	CHT allo act	OX1R antag-1	OX1R antag-2
COCCNc1nc(-c2cc(-c3ccc(Cl)cc3)on2)cc(C(C)C)n1	i	1	-46
Cc1ccccc1NC(=O)C1CCCN(S(=O)(=O)c2c(C)noc2C)C1 (centres undefined)	i	3	-10
COc1ccc(-c2nnc(SCC(=O)N3CCCCC3)o2)cc1OC	i	2	-27
NC(=O)COC(=O)c1ccccc1OCc1ccc(Cl)cc1	i	20	-16
COc1ccc(C(=NN)c2ccc(OC)cc2)cc1	i	3	-13
CCOP1(=O)OCC2OC(n3cnc4c(N)ncnc43)C(O)C2O1 (centres undefined)	i	18	-4
CC(C)Sc1ncc(S(=O)(=O)c2ccccc2)c(=O)[nH]1	i	12	-14
N#C/C(=C\c1ccc(OCc2ccc(C(=O)O)cc2)cc1)C(=O)NCc1ccccc1	i	-8	9
CCCCn1c(N)c(N(C(=O)CSc2nnnn2-c2ccccc2)C2CCCC2)c(=O)[nH]c1=O	·	3	-11
CC(CCCC(C)(C)O)NC(=O)c1ccc2oc(CCc3ccccc3)nc2c1 (centres undefined)	i	5	-26
CN(CC(=O)N1CCN(c2ccccc2)CC1)C1CCCc2ccccc21 (centres undefined)	i	17	-29
CC1CN(CCc2ccccc2)c2nc3c(c(=O)n(CC(N)=O)c(=O)n3C)n2C1 (centres undefined)	i	12	-12
CCNC(=O)C1CC(=O)N(CCCc2ccccc2)C(=Nc2ccccc2)S1 (centres undefined)	i	7	-8
Cc1ccc(OCC(=O)NC2CCS(=O)(=O)C2)cc1 (centres undefined)	i	6	-10
O=C(Cn1cnnn1)NCCc1ccc(Cl)cc1Cl	i	4	-5

Next section; it opens with the two that closed the last part.
SMILES	CHT allo act	OX1R antag-1	OX1R antag-2
Cc1ccc(OCC(=O)NC2CCS(=O)(=O)C2)cc1 (centres undefined)	i	6	-10
O=C(Cn1cnnn1)NCCc1ccc(Cl)cc1Cl	i	4	-5
O=C1C2C3C=CC(C3)C2C(=O)N1CNc1ccc(O)cc1 (centres undefined)	i	13	1
COc1ccccc1NS(=O)(=O)c1ccc(N2CCOCC2)c(N)c1	·	10	1
Cc1cc(S(=O)(=O)/N=C(\N)c2ccc(C(N)=O)cc2)cc(C)c1F	i	-6	3
COc1ccc(C2C(C(=O)NCc3ccccn3)CCC(=O)N2c2cc(OC)c(OC)c(OC)c2)cc1 (centres undefined)	i	18	-5
c1ccc(CCNCC2COc3ccccc3O2)cc1 (centres undefined)	i	6	-19
CCCCN(C)C(=O)c1cc2c(s1)-c1ccccc1S(=O)(=O)C2	i	22	-11
CCOC(=O)N1CCc2c(sc3c2c(=O)n(Cc2ccccc2)c(=O)n3Cc2ccc(C)cc2)C1	i	2	-48
CCOC(=O)CCc1c(C)nc2cc(-c3ccc(F)cc3)[nH]n2c1=O	i	22	-9
O=C1CCCN1CCCNc1ncnc2c1[nH]c1ccc(Cl)cc12	i	62	-16
COc1ccccc1CNC(=O)Cc1ccc(Br)cc1	i	23	-18
COc1cccc(C(C(=O)NC(C)(C)C)N(C(=O)CCC(=O)Nc2cc(C)on2)c2ccc3c(c2)OCCO3)c1OC (centres undefined)	i	16	-34
O=C(O)c1[nH]c2ccccc2c1-c1ccccc1	i	2	-8
Nn1c(SCC(=O)Nc2c(Cl)cccc2Cl)nncc1=O	i	8	10
Nc1cccc(Oc2cnccn2)c1	i	7	-7
O=C(CSc1nc2ccccc2c(=O)n1C1CC1)NCc1ccccc1	i	21	-16
COc1ccc(CNC2CCN(Cc3ccccc3)CC2)cc1	i	8	-23
CC(C)OP(=O)(c1ccc(N(C)C)cc1)C(O)c1ccc(Br)cc1 (centres undefined)	i	-1	-7
CCCN1CC(=O)N2C(c3cccc(OC)c3OC)c3[nH]c4ccccc4c3C[C@H]2C1=O (some centres undefined)	i	13	-19
COc1ccc(OC)c(NC(=O)NCCN2CCN(c3ccccc3)CC2)c1	i	0	-21
CCCCn1c(N)c(N(CC(C)C)C(=O)c2cc(-c3ccncc3)nc3ccccc23)c(=O)[nH]c1=O	i	9	-6
COC(=O)c1ccc(C2C(Oc3ccccc3)C(=O)N2CCc2ccc(F)cc2)cc1 (centres undefined)	i	12	-7
CC(=O)Nc1cccc(C(=O)NNC(=O)c2n[nH]c(=O)c3ccccc23)c1	·	4	-5
CCCCn1nc(C(=O)NCC2COc3ccccc3O2)c2ccccc2c1=O (centres undefined)	·	4	-10
Clc1ccsc1-c1ccc2ccccc2n1	i	10	0
c1ccc(Cc2nnc3sc(-c4ccncc4)nn23)cc1	i	12	-10
Cc1sc2ncn(CC(=O)NCCCC(=O)N3CCN(c4ccccc4F)CC3)c(=O)c2c1C	i	10	-33
COCCn1c(=NC(=O)c2nc3ccccc3s2)sc2cc(S(C)(=O)=O)ccc21	i	12	-13
Cc1cc(=O)oc2cc(NC(=O)C(C)N3C(=O)C4CCCCC4C3=O)ccc12 (centres undefined)	·	8	-23
O=C(Nc1ccc(C(=O)OC2CCCCC2)cc1)c1ccncc1	i	12	-7
COc1ccc(N2CCN(C(=O)NC(=O)c3ccc(Cl)cc3)CC2)cc1	i	18	-5
Cc1ccc(C(=O)CSc2ccc(-c3cccnc3)nn2)cc1	i	9	-22
O=c1[nH]c(SCc2cccc(Cl)c2)nc2ccccc12	i	15	-3
CCCN1C(=O)c2ccccc2NC1c1ccc(OC)cc1OC (centres undefined)	i	10	-3
Cc1cc(Cl)ccc1NC(=S)NC(C)(C)C	i	7	-13
CC(=O)N1CCN(S(=O)(=O)c2cccc(C(=O)NNC(=O)COc3ccc(F)cc3)c2)CC1	·	3	-8
CCOC(=O)c1cc(CNC(=O)c2c(C)oc3c2CCCC3)c(C)o1	i	8	-31
Cc1ccc2c(=O)n3c(nc2c1)C(Cc1ccc(O)cc1)NC(=O)c1ccc(Cl)cc1-3 (centres undefined)	·	4	9
COc1cccc(NC(=O)c2cccc(S(=O)(=O)N3CCN(Cc4ccccc4)CC3)c2)c1	i	14	-4
COCCCNC(=O)CSC1=Nc2ccccc2C2=NC(c3ccccc3)C(=O)N12 (centres undefined)	i	13	-19
Cn1ccc(NC(=O)c2ccc(Cl)cc2)n1	·	1	-9
Cc1cc(C)cc(NC(=S)NCc2cccs2)c1	i	22	-14
Cc1cc(NC(=O)C2CCN(C(=O)c3ccco3)CC2)ccc1Br	i	21	-10
CCN(CC)C(=O)Cc1cc(C(=O)O)c2ccccc2n1	i	10	-2
CCOC(=O)c1c(C)nc2sc3c(=O)n(-c4ccc(C(C)=O)cc4)cnc3c2c1-c1ccc(OC)cc1	i	20	-22
CCOC(=O)CNC(=S)N(CCCN1CCN(C)CC1)Cc1cccs1	i	7	2
CN(C)Cc1c(C(=O)N/N=C/c2ccccc2OCc2c(F)cccc2Cl)nnn1-c1nonc1N	i	14	-14
CC(=O)Nc1cccc(N2C(=O)CCC2=O)c1	i	4	-5
CCOc1cc(C(=O)N2CCN(C/C=C/c3ccccc3)CC2)cc(OCC)c1OCC	i	6	-27
COc1ccc(CCn2c(C)cc(C(=O)COC(=O)c3ccc(NC(=O)CC#N)cc3)c2C)cc1	i	6	4
COc1ccc(-c2cc(=O)oc3cc(OCC(=O)NCC4CCC(C(=O)O)CC4)ccc23)cc1 (centres undefined)	i	16	-14
CC(C(=O)O/N=C(\N)c1cccnc1)c1ccc([N+](=O)[O-])cc1 (centres undefined)	i	10	-10
O=[N+]([O-])c1cccc(-c2nnc3cccc(Cl)n23)c1	i	17	-22
CN(C)C(=O)N1CCC(C(=O)NCC2CCCO2)CC1 (centres undefined)	i	14	-15
O=C(O)c1ccc(N/N=C/C=C/c2ccccc2[N+](=O)[O-])cc1	i	-2	9
O=C(N/N=C/c1ccc(-c2cccc([N+](=O)[O-])c2)o1)c1cccs1	i	34	-12
Cn1nc(-c2ccc(NCCO)c([N+](=O)[O-])c2)c2ccccc2c1=O	i	87	-10
O=C(Cc1ccc([N+](=O)[O-])cc1)N1N=C(c2ccncc2)CC1(O)C(F)(F)F (centres undefined)	i	9	-5
CCCCn1c(C)cc2cc(O)ccc21	i	2	-3
Cc1nnc(NC(=O)C2CCN(C(=O)c3ccco3)CC2)s1	i	18	-7
COc1ccc(-c2cc(C(F)F)n3ncc(C(=O)n4ccnc4C)c3n2)cc1	i	108*	-14

In the list so far, these contain bromine:
SMILES	CHT allo act	OX1R antag-1	OX1R antag-2
COc1ccccc1CNC(=O)Cc1ccc(Br)cc1	i	23	-18
CC(C)OP(=O)(c1ccc(N(C)C)cc1)C(O)c1ccc(Br)cc1 (centres undefined)	i	-1	-7
Cc1cc(NC(=O)C2CCN(C(=O)c3ccco3)CC2)ccc1Br	i	21	-10

(more compounds)
SMILES	CHT allo act	OX1R antag-1	OX1R antag-2
COc1ccccc1N(CC(=O)Nc1ccccc1)S(=O)(=O)c1cccs1	·	16	-7
O=C(Nc1nnc(-c2ccccn2)o1)c1cccc(Br)c1	i	1	-13
CC(C)(C)NC(=O)CN(C(=O)C(=O)Nc1ccc2c(c1)OCCO2)N1CCOCC1	i	14	-28
COc1cc(/C=C/c2ccc3cccc(O)c3n2)cc(Cl)c1OC	i	-2	-12
O=C(NC(=S)NC1C2CC3CC(C2)CC1C3)C12CC3CC(CC(C3)C1)C2 (centres undefined)	i	-12	-8
CCC(=O)c1ccc(OCC(=O)Nc2nc(C)cs2)cc1	·	10	0
O=C(CCS(=O)(=O)c1cccs1)N1CCCC1	i	17	-5
CCn1cc([N+](=O)[O-])c(C(=O)Nc2ccc(Br)cn2)n1	i	14	8
Cc1nc2ccc(NC(=O)c3cccnc3)cc2s1	i	18	-10
COc1ccccc1OCCC(=O)OCC(=O)Nc1ccc(Br)cc1F	i	14	-15
O=c1c(-c2ccccc2)c(O)c2c(n1-c1ccccc1)CCCC2	i	0	11
O=C(Nc1ccc(NC(=S)NC(=O)C(c2ccccc2)c2ccccc2)cc1)c1ccccc1	i	44	3
CCC(C(=O)NCc1ccco1)n1nc(C)c2c(C)n(-c3ccc(C)cc3)nc2c1=O (centres undefined)	i	1	-25
Fc1ccc2cnc(-c3ccccc3)cc2c1	·	2	-19
CC1(C)CC(=O)C=C(Nc2cccc(F)c2)C1	i	-3	-3

Next section, starting with the last 7 of the part before.
SMILES	CHT allo act	OX1R antag-1	OX1R antag-2
Cc1nc2ccc(NC(=O)c3cccnc3)cc2s1	i	18	-10
COc1ccccc1OCCC(=O)OCC(=O)Nc1ccc(Br)cc1F	i	14	-15
O=c1c(-c2ccccc2)c(O)c2c(n1-c1ccccc1)CCCC2	i	0	11
O=C(Nc1ccc(NC(=S)NC(=O)C(c2ccccc2)c2ccccc2)cc1)c1ccccc1	i	44	3
CCC(C(=O)NCc1ccco1)n1nc(C)c2c(C)n(-c3ccc(C)cc3)nc2c1=O (centres undefined)	i	1	-25
Fc1ccc2cnc(-c3ccccc3)cc2c1	·	2	-19
CC1(C)CC(=O)C=C(Nc2cccc(F)c2)C1	i	-3	-3
CCC1Cc2c(nc(N)c3c(N)nc(N4CCCCC4)c(C#N)c23)O1 (centres undefined)	i	8	-27
NC(N)=N/N=C/c1ccc(OCc2ccccc2Cl)cc1	i	8	13
CCc1ccc(N2Cc3ccccc3C2)cc1	i	21	-36
CC(=O)C(C)Oc1ccc2c3c(c(=O)oc2c1)CCCC3 (centres undefined)	i	11	-25
O=C(Cn1nc(Cl)nc1Cl)c1ccc(F)cc1	i	7	-7
Cc1cc(C)c(S(=O)(=O)N2CCCOC2CNC(=O)C(=O)NCCC2=CCCCC2)c(C)c1 (centres undefined)	i	39	-7
Cc1c(C(=O)O)sc2nc(/C=C/c3cccc(O)c3)[nH]c(=O)c12	i	0	4
COc1ccccc1N(CC(O)CN(c1ccccc1)S(C)(=O)=O)S(=O)(=O)c1ccccc1 (centres undefined)	i	62	21
Cc1c(Cl)c([N+](=O)[O-])nn1CCCC(=O)Nc1c(Cl)cccc1Cl	i	23	-6
COC(=O)c1ccc2[nH]c([C@H](C)O)c([C@H](C)O)c2c1	i	19	-21
Cc1ccnc(SC2CC(=O)N(c3ccc(F)cc3)C2=O)n1 (centres undefined)	i	2	-5
Cn1c(NCCO)nc2c1c(=O)n(Cc1ccc(F)cc1)c(=O)n2C	i	-2	-25
Cc1cc(=O)oc2c(C(=O)/C=C/c3ccccc3)c(O)ccc12	i	21	-10
N#CCc1nn(-c2ccc(Cl)cc2)c(N)c1C#N	i	10	5
Cc1cc(C)cc(N(C(=O)CCC(=O)Nc2ccccn2)C(C(=O)NC(C)C)c2ccc(O)cc2)c1 (centres undefined)	i	5	-22
CN1CCN(CC(=O)c2ccccc2F)CC1	i	-3	-7
CC(C)(CO)CN1CCC(n2nccc2NC(=O)C2CCCC2)CC1	i	9	0
COc1cc2ncnc(NCc3ccco3)c2cc1OC	i	30	-7
Nc1ncnc2nc(SCC(=O)Nc3ccccc3F)[nH]c12	i	17	-2
COc1ccc(C(=O)N/N=C(\C)Cn2cnc([N+](=O)[O-])n2)cc1	i	33	-15
COC(=O)N/N=C/c1cccnc1	i	9	-11
CCOC(=O)C1CCN(C(=O)C2CCN(S(=O)(=O)c3cc(Cl)ccc3Cl)CC2)CC1	i	1	-9
COc1cccc(C2c3[nH]c4ccccc4c3C[C@H]3C(=O)N(CCCO)CC(=O)N23)c1OC (some centres undefined)	i	21	-16
O=C(NCCN1CCCCC1)Nc1ccccc1Cl	i	23	0
COC(=O)c1c(-c2snnc2C)n[nH]c1C	i	-4	-6

Bioassay records as filed in PubChem.

Outcome played no part in choosing rows. About 2.5% of those tested had a hit in this group.
